# CRE Fsk mod – CRE-bla signaling modulation under forskolin stimulation; CHO CRE-bla reporter (cAMP response element driving beta-lactamase), forskolin EC10, beta-lactamase ratio; Potency, µM (titrated, usually from 38.2 µM), for the others: at the top dose activity change, negative = inhibition, actives largely listed as activators; actives 2.5% (n = 71,000); active = well fitted activation curve with a large enough effect in the signal ratio, with a control signal flat, not every such curve was filed as active; inconclusive = small, poorly fitted or top-dose-only effect, or effect the other way, or a change in a side signal; the % refers to the signal ratio; note: potency is the fitted concentration of half-maximal effect; % of control where 0% means no effect
#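 CRE-bla CHO reporter cells treated with compound titration plus EC10 NKH 477 (water-soluble forskolin), incubated 3 h at 37 °C; CCF4 loading 2 h at room temperature, 460/530 nm emission ratio read, AC50 values derived for positive or negative modulators.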
# A350 fluor – compound fluoresces in the Alexa 350 spectral region. Compound autofluorescence, 340/450 nm, Alexa 350 dye-equivalents; stronger effect = higher value. max dye-equivalent concentration, M. AID 590. actives 11% (n = 59,000); in the data active = max dye-equivalent concentration above about 10 nM; inconclusive = mostly about 1.1 nM to 9.6 nM
# Luciferase inh – firefly luciferase inhibition. AID 411. Potency, µM (highest dose often 57.1 µM), inactives show at the highest dose activity change, negative = inhibition, most hits filed as inhibitors. actives 2.2% (n = 72,000). purified firefly luciferase, luminescence, 8 min; note: potency is the fitted concentration of half-maximal effect; % is set by controls: 0 for no effect and ±100 for the full control effect; nearly all actives have a fitted effect of over 40% in size
# Target sequence (P08659 whole entry, looked up): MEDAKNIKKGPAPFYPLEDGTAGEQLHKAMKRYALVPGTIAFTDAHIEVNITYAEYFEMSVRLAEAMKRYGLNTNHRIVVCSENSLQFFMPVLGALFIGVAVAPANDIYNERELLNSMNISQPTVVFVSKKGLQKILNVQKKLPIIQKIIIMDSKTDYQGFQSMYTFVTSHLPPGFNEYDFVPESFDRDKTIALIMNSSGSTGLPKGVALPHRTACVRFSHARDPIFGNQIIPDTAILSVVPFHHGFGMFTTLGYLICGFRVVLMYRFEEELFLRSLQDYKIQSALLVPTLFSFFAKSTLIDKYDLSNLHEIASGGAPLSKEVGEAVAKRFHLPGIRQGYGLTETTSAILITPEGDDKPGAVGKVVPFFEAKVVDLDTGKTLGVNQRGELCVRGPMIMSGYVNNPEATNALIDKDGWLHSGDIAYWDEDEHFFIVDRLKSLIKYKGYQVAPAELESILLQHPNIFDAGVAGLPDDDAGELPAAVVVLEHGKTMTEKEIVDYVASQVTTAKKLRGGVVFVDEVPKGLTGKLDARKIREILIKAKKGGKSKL
#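 Substrate buffer containing 10 uM ATP (pH 7.2 imidazole, Mg2+, KCl, detergent, BSA) is dispensed, compound pinned in, then luciferase/luciferin detector mix added. After 8 min at ambient temperature, light output is measured.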
# BRCT PPI red – BRCT-phosphoprotein interaction inhibition (red fluorophore). P38398. actives 0.03% (n = 75,000). Potency, µM (series often up to 76.9 µM), without a hit: top-dose activity change, negative = inhibition, most hits filed as inhibitors. BRCT-phosphopeptide binding, red fluorescence polarization; note: % is set by controls: 0 for no effect and ±100 for the full control effect
#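 Rhodamine-labelled pBACH1 10-mer (100 nM) bound to BRCT domain (100 nM) at pH 7.3; compounds incubated 12 min room temperature, polarization read. Free peptide defines full inhibition; unlabelled decapeptide titrated as control.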
# Casp7 inh – allosteric or competitive inhibitors of human caspase-7; P55210; recombinant caspase-7, Ac-DEVD-AFC fluorescence rate; Potency, µM (top dose mostly 57.5 µM), for the others: top-dose activity change, negative = inhibition, usual class: inhibitors; actives 0.02% (n = 75,000); AID 889; active = well fitted inhibition curve with a large enough effect in the main read-out, with a control signal flat, not every such curve was filed as active; inconclusive = small, poorly fitted or top-dose-only effect, or a change in a side signal; note: potency is the fitted concentration of half-maximal effect; % of control where 0% means no effect
# HEK293 cAMP ctrl – raises cAMP in parental HEK293 cells, TSHR agonist counter-screen; AID 938; parental HEK293 CNG cAMP sensor, membrane potential fluorescence; actives 2.5% (n = 73,000); Potency, µM (top dose mostly 57.1 µM), for inactives: top-dose activation, actives largely listed as activators; note: potency is the fitted concentration of half-maximal effect; % of control where 0% means no effect; nearly all actives have a fitted effect of over 55% in size
#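 Parental HEK 293 cells stably expressing a cAMP-gated CNG channel were loaded with membrane potential dye containing 100 uM RO 20-1724 for 60 min. Compound added for 30 min; depolarization read as fluorescence intensity at 590 nm.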
# USP2a inh – blocks human ubiquitin-specific protease USP2a; actives 0.1% (n = 60,000); USP2a enzymatic assay, qHTS inhibition; Potency, µM (doses to about 38.3 µM), inactives show top-dose activity change, negative = inhibition, hits mostly inhibitors;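 note: potency is the fitted concentration of half-maximal effect; nearly all actives have a fitted effect of over 60% in size; plate controls were DMSO for no effect and NEM full inhibition control for full effect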
#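 20 nM USP2 core + cpd, 30 min RT; add 20 nM Ub-PLA2/20 uM NBD C6-HPC; read Ex460/Em535 at 0 h and 2.5 h. Normalized to NEM; qHTS curve fit/classification.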
# Tau filament bind – binds recombinant human tau filaments; P10636; recombinant tau filaments, thioflavin S fluorescence, 15 h; filaments grown with octadecylsulfate alongside compound; Potency, µM (titrated, usually from 57.1 µM), for inactives: top-dose activity change, negative = inhibition; actives 2% (n = 71,000); AID 596;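 note: potency is the fitted concentration of half-maximal effect; % is set by controls: 0 for no effect and ±100 for the full control effect; actives lower thioflavin S fluorescence by blocking filaments or displacing dye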
#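 Recombinant tau protein (human, 1 uM final) plus 30 uM ODS in HEPES pH 7.4 with NaCl, DTT and thioflavine S. Compound present from the start; fluorescence at 510 nm after 15 h, 37 C.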
# ERK AVP block – inhibitors of vasopressin-stimulated ERK signaling pathway | HEK293-V1b, vasopressin-stimulated pERK AlphaScreen | Potency, µM (doses to about 57.5 µM), without a hit: at the top dose activity, negative = inhibition, usual class: inhibitors | actives 0.99% (n = 72,000); note: potency is the fitted concentration of half-maximal effect; % is set by controls: 0 for no effect and ±100 for the full control effect; nearly all actives have a fitted effect of over 55% in size
#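 qHTS, compounds titrated on V1b-expressing HEK293 cells. Preincubation 30 min at 37C, vasopressin 25 nM for 5 min, lysis 10 min, bead incubation 5 hr at room temperature.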
# BRCT PPI green – BRCA1 BRCT-phosphoprotein interaction inhibition. P38398. BRCA1 BRCT-phosphopeptide binding, green fluorescence polarization. Potency, µM (titrated, usually from 76.9 µM), inactives show at the top dose activity change, negative = inhibition, usual class: inhibitors. actives 0.05% (n = 75,000). AID 875;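 note: potency is the fitted concentration of half-maximal effect; plate controls were peptide without protein for full effect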
#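 Fluorescence polarization: His-tagged BRCT (~35 kDa BRCA1 C-terminus, 250 nM) bound to 100 nM fluorescein-labeled phosphorylated 10-aa BACH1 peptide, pH 7.3 phosphate buffer with DTT and Tween 20. Compounds incubated 12 min at room temperature; inhibition read as lowered polarization.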
# Casp1 inh – blocks human caspase-1 allosterically or competitively | actives 0.03% (n = 75,000) | AID 900 | Potency, µM (titrated, usually from 57.5 µM), without a hit: at the highest dose activity change, negative = inhibition, usual class: inhibitors | P29466 | Caspase-1 enzyme, Ac-WEHD-AFC fluorogenic rate;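 note: potency is the fitted concentration of half-maximal effect; plate controls were vehicle for no effect and no substrate for full effect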
# Target sequence (P29466 120-297 limits assumed): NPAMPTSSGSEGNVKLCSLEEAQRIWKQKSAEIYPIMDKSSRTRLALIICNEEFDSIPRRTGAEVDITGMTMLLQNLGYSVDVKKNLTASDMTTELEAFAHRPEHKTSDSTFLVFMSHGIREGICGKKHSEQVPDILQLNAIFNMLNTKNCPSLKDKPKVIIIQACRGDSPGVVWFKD
# Target sequence (P29466 317-404 limits assumed): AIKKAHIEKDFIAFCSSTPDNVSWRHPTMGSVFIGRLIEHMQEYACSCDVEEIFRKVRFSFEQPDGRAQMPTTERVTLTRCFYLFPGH
# Starred values were filed as active, the others as inactive; i = inactive; ? = inconclusive; . = not tested or not shown; [ ] = dose if it differs, or a comment. Unless noted, calls come from the whole dose curve; as a rule, active = well fitted curve in the direction sought with a large enough effect; inconclusive = small, poorly fitted or top-dose-only effect, or another doubt; inactive = no such curve, though single readings can be large; an effect the other way counts as inactive or inconclusive.
SMILES | CRE Fsk mod | A350 fluor | Luciferase inh | BRCT PPI red | Casp7 inh | HEK293 cAMP ctrl | USP2a inh | Tau filament bind | ERK AVP block | BRCT PPI green | Casp1 inh
O=S(=O)(c1ccccc1)C1(S(=O)(=O)c2ccccc2)CCCC1 | . | . | . | -1.2% | -1.7% | 0.2% | . | . | . | -1.3% | -1.4%
CC1(C)Cc2ccccc2-c2n[nH]c(=S)n21 | 11.5% | . | -0.2% | 0.2% | -0.1% | 4.3% | 0.0% | -0.6% | -1.5% | -1.5% | -0.3%
CCCCn1c(SCC(=O)Nc2nnc(CC)s2)nc2ccccc2c1=O | -2.2% | 2.41e-07M* | 2.6% | 0.4% | -3.3% | 2.8% | 3.8% | 4.7% | -25.2% | -1.7% | -6.7%
C/C(CCN1CCCc2nc(C)c(C)cc21)=N\O[C@@H](C)CN1CCCc2nc(C)c(C)cc21 | . | . | 0.5%[11.4 µM] | 1.0%[15.4 µM] | -5.8%[11.5 µM] | 0.4%[11.4 µM] | . | . | 27.3%[11.5 µM] | -0.1%[15.4 µM] | -3.1%[11.5 µM]
COc1ccc(CN2CCOCC2)c(C)c1C | -6.5% | i | 0.2% | 1.0% | -0.2% | 14.2% | 2.8% | -12.5% | 19.5% | -0.4% | 2.0%
Cc1ncsc1C(=O)Nc1nc2c(s1)CCCC2 | 8.1% | i | 20µM* | 0.6% | 1.3% | -2.9% | -3.2% | 3.9% | -20.7% | -0.7% | 0.2%
N#Cc1cc(C(=O)c2cc(Cl)ccc2O)cn(CC2CCCO2)c1=O (stereo unspecified) | -2.5% | 1.12e-08M* | -1.0% | -1.1% | -2.8% | -12.5% | 9.4% | -4.8% | -4.3% | -1.0% | -1.3%
Cc1ccc2nc(NC(=O)CCNS(=O)(=O)c3ccc(Br)s3)sc2c1 | ? | i | -24.6% | -1.0% | -6.0% | -9.0% | 18.0% | 9.3% | ? | 1.4% | -3.1%
Cc1cc(C)n(/N=C/c2ccccc2)c(=O)c1C#N | 4.2% | i | 1.3% | -1.3% | 0.9% | -1.1% | 0.2% | 8.6% | 0.6% | -1.7% | 2.8%
CC1(C)CC(=O)C(C2(O)C(=O)N(Cc3ccccc3)c3ccccc32)CO1 (stereo unspecified) | -5.2% | i | -2.7% | -0.5% | -15.8% | 26.7% | 9.6% | -6.6% | 22.4% | 0.1% | -14.4%
CC1CC(C)(C)CC2(C1)NC(=O)N(CC(=O)NCC(c1ccco1)N1CCCCC1)C2=O (stereo unspecified) | -12.0% | ? | -9.4% | 1.9% | 7.4% | 8.6% | 0.9% | -6.6% | 4.4% | -2.9% | 0.3%
COc1ccccc1NC(=O)C1=C(C)NC(=O)NC1c1ccc(C)cc1 (stereo unspecified) | -3.1% | . | -1.4% | -0.7% | -2.9% | 3.3% | . | 8.2% | . | -2.3% | -0.5%
Cn1cc(C(=O)NC2CCCCC2)c(=O)c2cc(S(=O)(=O)N3CCCC3)ccc21 | -0.1% | i | 3.4% | -1.8% | 0.0% | -5.0% | 21.4% | -5.1% | -16.5% | 0.7% | 0.7%
CCCCN(CCCC)C(=O)CCS(=O)(=O)c1ccc2c(c1)n(C)c(=O)c(=O)n2C | ? | i | 0.4% | -0.5% | -2.2% | -2.3% | 15.7% | -4.7% | -2.4% | -2.7% | -0.8%
O=C(CCn1cccc1)NCc1ccc(Cl)cc1 | -5.4% | i | -1.2% | -1.2% | 5.1% | 20.2% | -1.2% | 1.0% | -1.0% | -1.0% | 0.1%
O=C(CCS(=O)(=O)c1ccc(Br)s1)NCc1cccs1 | ? | i | 1.6% | -0.6% | -1.7% | -0.1% | -4.9% | -9.6% | 3.9% | -2.7% | -0.3%
CCCCC(=O)Nc1ccc(C(=O)Nc2ccc3c(c2)OCO3)cc1 | -6.4% | i | -0.5% | -1.0% | -0.9% | 5.3% | 4.8% | 2.7% | -7.9% | -1.9% | -0.6%
CCOC(=O)CN(C(=O)CNC(=O)c1ccco1)C(C(=O)NC1CCCCC1)c1cccc(OC)c1 (stereo unspecified) | 10.3% | i | -1.6% | -0.9% | 0.0% | 4.7% | 10.7% | 6.2% | 17.5% | -0.9% | 1.0%
COCCNc1ncncc1-c1ccccc1OC | -17.1% | i | 1.9%[2.29 µM] | 2.0% | -2.0% | 14.0% | -15.6% | -1.2% | 5.9% | -2.3% | -2.7%
COC(=O)[C@@H]1C[C@@]2(O)[C@H](O)[C@H](O)[C@H](O)C[C@H]2N1Cc1ccc(N2CCOCC2)cc1 | . | . | . | -0.8% | 0.0% | . | . | . | -5.7% | 0.0% | 1.4%
NC(=O)C1CCN(C(=O)CSCc2ccccc2Cl)CC1 | 1.5% | i | 1.6% | -0.5% | -0.7% | -4.1% | 11.5% | -11.0% | 3.9% | -0.5% | 1.1%
O=c1[nH]ncn2cccc12 | . | . | . | -0.8% | -1.6% | -9.1% | . | . | . | -0.7% | -1.3%
COc1cc2c(OC)cccc2cc1C(=O)O | -6.7% | 2.1e-07M* | 0.9% | 1.6% | 1.0% | 8.8% | -4.2% | -2.5% | 4.8% | 0.8% | -0.7%
C[N@+]1(CCC(=O)c2ccccc2)CC[C@H]2CC[C@H](C2)C1 | -5.2%[7.6 µM] | i | -0.8%[11.4 µM] | -1.3%[15.4 µM] | 3.3%[11.5 µM] | 3.3%[11.4 µM] | . | 7.4%[11.4 µM] | -8.7%[11.5 µM] | 0.3%[15.4 µM] | -1.0%[11.5 µM]
Cc1cc(C)n(-c2nc(C)nc3c2cnn3-c2ccccc2)n1 | -7.1% | ? | -0.1% | -0.3% | -0.5% | 0.6% | -4.7% | 9.7% | -4.4% | -1.3% | -1.2%
Cc1ccc(-c2nnc(SC(C)C#N)n2N)cc1 (stereo unspecified) | ? | i | 1.7% | -2.7% | 0.6% | -1.5% | -1.3% | -7.3% | -2.3% | -4.7% | -1.9%
Cc1ccc(CC2C(=O)N(c3ncccn3)C(=O)C2C)cc1 (stereo unspecified) | -1.9% | . | -1.9% | -0.5% | 0.3% | 9.9% | . | 1.3% | -4.4% | 0.4% | 0.2%
Cc1cc(NC(=O)c2cc(Cl)ccc2Cl)no1 | ? | i | 1.4% | -1.7% | -1.4% | -3.2% | -7.9% | 3.5% | 7.3% | 0.4% | 0.6%
Fc1ccccc1Cn1nnc2c(NCc3ccccn3)ncnc21 | 9.3% | i | 3.0% | -1.8% | -0.8% | 10.3% | 5.4% | 0.0% | -19.9% | -0.4% | -2.2%
COc1ccccc1-n1c(SCC(=O)Nc2nnc(C)s2)nc2c(c1=O)SCC2 | ? | ? | -1.8% | 1.7% | -0.9% | 20.9% | 17.3% | -10.6% | 6.7% | -0.6% | 0.0%
O=C(O)C1CCCCC1C(=O)NCCc1ccc(Cl)cc1 (stereo unspecified) | 8.3% | 3.47e-07M* | -1.7% | -0.1% | -24.3% | 0.6% | 5.4% | -17.8% | -16.5% | -0.2% | ?
O=C(O)CC1NC(=O)N(c2ccc(Cl)cc2)C1=O (stereo unspecified) | -0.5% | i | 3.7% | 0.5% | 1.2% | 8.9% | -8.0% | 0.9% | -17.7% | -1.5% | 0.2%
O=C(NCc1ccccn1)C1CCCN(Cc2cnn(-c3ccccc3)c2-n2cccc2)C1 (stereo unspecified) | ? | i | -0.1% | 0.2% | -7.8% | 14.3% | 18.8% | 21.6% | -7.8% | -1.5% | -8.0%
NC(=O)C1CCN(c2nc(-c3ccccc3)nc3ccccc23)CC1 | ? | i | -2.4% | 1.0% | 0.1% | -8.7% | 2.9% | 9.1% | -5.9% | 0.7% | -0.2%
CC(C)c1ccc(NC(=O)C2C3C=CC4(CN(CCCN5CCOCC5)C(=O)C24)O3)cc1 (stereo unspecified) | -0.9% | ? | 0.8% | -1.2% | 1.1% | 4.1% | 5.8% | -5.3% | 18.5% | 0.2% | 0.6%
COC(=O)Cc1nc2ccccc2[nH]1 | ? | ? | -4.2% | -0.6% | -17.3% | -9.1% | -13.3% | -4.7% | 15.0% | -0.3% | -17.6%
Cc1ccc(C)c(N2CCN(C(=O)CCCOc3cc(=O)n(C)c4ccccc34)CC2)c1 | -13.5% | i | 0.4% | -0.6% | -4.6% | ? | 34.4%[activator] | 68.3% | 7.6% | 1.3% | -3.0%
COc1ccc(Oc2ncc3nc(CCc4ccccc4)c(=O)n(C[C@H]4CCCO4)c3n2)cc1 | ? | i | 1.3%[11.4 µM] | -0.3% | -15.5% | 10µM* | 63.2%[activator] | -17.0% | -2.7% | 0.3% | -11.7%

# Part of the list above, showing only BRCT PPI green and HEK293 cAMP ctrl.
mol	BRCT PPI green	HEK293 cAMP ctrl
O=C(NCc1ccccn1)C1CCCN(Cc2cnn(-c3ccccc3)c2-n2cccc2)C1 (stereo unspecified)	-1.5%	14.3%
COc1ccccc1-n1c(SCC(=O)Nc2nnc(C)s2)nc2c(c1=O)SCC2	-0.6%	20.9%

# Screening data: PubChem, National Center for Advancing Translational Sciences (NCATS)
